# Pf growth 48h: Primary qHTS for delayed death inhibitors of the malarial parasite plastid, 48 hour incubation. Potency, µM (series often up to 28.7 µM), for inactives: at the top dose activity change, negative = inhibition, most hits filed as inhibitors. P. falciparum luciferase growth in erythrocytes, 48 h. hit rate 5.9% among 310,000; note: potency is the fitted concentration of half-maximal effect; % is set by controls: 0 for no effect and ±100 for the full control effect
#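 Firefly luciferase activity from engineered P. falciparum reports growth; inhibitors lower the luminescent signal. Cultures contained 2% hematocrit erythrocytes at 0.1% final parasitemia.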
# FBPA Giardia inh: qHTS Assay for Inhibitors of Fructose-1,6-bisphosphate Aldolase from Giardia Lamblia; A8B2U2; purified Giardia FBPA; Potency, µM (series often up to 59.6 µM), for inactives: top-dose activity, negative = inhibition, actives largely listed as inhibitors; hit rate 0.71% among 290,000; AID 2451, 2010; note: potency is the fitted concentration of half-maximal effect; % is set by controls: 0 for no effect and ±100 for the full control effect; nearly all actives have a fitted effect of over 55% in size
# Target sequence (A8B2U2 whole entry, looked up): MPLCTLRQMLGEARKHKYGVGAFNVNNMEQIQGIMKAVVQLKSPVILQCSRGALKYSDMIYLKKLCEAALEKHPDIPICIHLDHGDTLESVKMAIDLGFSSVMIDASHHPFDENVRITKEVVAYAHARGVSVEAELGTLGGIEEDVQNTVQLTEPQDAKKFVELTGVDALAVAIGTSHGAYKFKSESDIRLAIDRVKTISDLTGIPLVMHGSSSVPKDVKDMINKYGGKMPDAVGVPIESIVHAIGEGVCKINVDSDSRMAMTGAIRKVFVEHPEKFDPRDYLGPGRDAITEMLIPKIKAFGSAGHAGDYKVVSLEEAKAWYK
#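 40 nM FBPA preincubated 10 min at RT with compound (up to 57.5 uM final), then substrate plus GAPDH/TPI/NAD/arsenate coupling and diaphorase/resazurin added. Fluorescence read after 20 min at RT, 525/598 nm.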
# Pf growth 96h: Primary qHTS for delayed death inhibitors of the malarial parasite plastid, 96 hour incubation; hit rate 6.9% among 320,000; Potency, µM (top dose mostly 28.7 µM), for inactives: at the top dose activity change, negative = inhibition, usual class: inhibitors; AID 504834, 2011; P. falciparum luciferase reporter growth, 96 h; note: potency is the fitted concentration of half-maximal effect; % is set by controls: 0 for no effect and ±100 for the full control effect
#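 Readout is luminescence from an integrated firefly luciferase in P. falciparum. Red cells, 2% hematocrit and 0.05% parasitemia final, were cultured with compound through two parasite generations (96 hours) at 37 C, 5% CO2.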
# Cycloheximide cs: Cycloheximide Counterscreen for Small Molecule Inhibitors of Shiga Toxin; cell reporter, cycloheximide protein synthesis inhibition counterscreen; max response, %; hit rate 12% among 300,000; AID 2314, 2010; in the data active = max response mostly above about 13%, no sharp cut-off; inactive = mostly below about 14%; note: read at 38.3 µM for the half of the compounds with a filed dose; 0% is about no effect
# Sm TGR inh: qHTS Assay for the Inhibitors of Schistosoma Mansoni Peroxiredoxins | purified TGR, DTNB reduction, TNB absorbance 405 nm | Potency, µM (top dose mostly 114 µM), inactives show top-dose activity change, negative = inhibition, most hits filed as inhibitors | hit rate 3% among 360,000; note: potency is the fitted concentration of half-maximal effect; % is set by controls: 0 for no effect and ±100 for the full control effect; nearly all actives have a fitted effect of over 60% in size
#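 TGR 20 nM + NADPH 100 uM (dispensed conc.), cpd preinc 15 min RT; start with NADPH (500 uM addition) then DTNB (15 mM addition). Kinetic TNB absorbance, 405 nm filter. Four-parameter Hill fit across titration.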
# Shiga toxin inh: A qHTS for Small Molecule Inhibitors of Shiga Toxin. Vero cells, Shiga toxin protein synthesis inhibition reporter. inhibition, % at 38.7 µM. hit rate 9.2% among 290,000; in the data active = inhibition mostly above about 28%, no sharp cut-off; inactive = mostly below about 43%; note: 0% is about no effect
# An asterisk follows results filed as active; ? = inconclusive; . = no result given; [ ] = dose if it differs, or a comment. Unless noted, calls come from the whole dose curve; as a rule, active = well fitted curve in the direction sought with a large enough effect; inconclusive = small, poorly fitted or top-dose-only effect, or another doubt; inactive = no such curve, though single readings can be large; an effect the other way counts as inactive or inconclusive. Hits appear at their usual frequency, and some 24% of all compounds hit somewhere here.
mol | Pf growth 48h | FBPA Giardia inh | Pf growth 96h | Cycloheximide cs | Sm TGR inh | Shiga toxin inh
O=C(CSc1nc2ccccc2c(=O)n1CCCN1CCOCC1)Nc1cccc(S(=O)(=O)N2CCCCCC2)c1 | 0.52µM* | 6% | 0.52µM* | -4 | 6% | 2
Cc1c(C(=O)N2CCCC2)c(S(=O)(=O)NCC(C)c2ccccc2)c(C)n1C (configuration not stated) | 2% | . | ? | -7 | -18% | -4
Cc1ccc(C(=O)N2CCC(Cc3ccccc3)CC2)cc1[N+](=O)[O-] | -6% | 0% | 1% | -6 | -9% | -14
Cc1ccc(N2C(S)=C(C#N)C(=O)NC2c2cccs2)cc1 (configuration not stated) | 1% | ? | -4% | 6 | -4% | -7
O=C(Cc1cccs1)NCc1cccs1 | 16% | 4% | . | 13 | -3% | 39
COCCN(CC(=O)NCc1ccccc1)C(=O)CCC(=O)Nc1ccccn1 | 1% | 4% | 8% | -1 | 1% | -11
Cc1ccccc1OCCNC(=S)Nc1ccccc1 | ? | . | ? | 10 | -14% | 15
Cc1cc2n(n1)C(c1sccc1C)Nc1ccccc1-2 (configuration not stated) | 33%[activator] | 0% | . | 3 | 2% | 35
CC(NC(=O)C1CCCCC1)c1ccc2c(c1)OCCO2 (configuration not stated) | -6% | 3% | 2% | -3 | 0% | -8
COc1ccc(CCNC(=O)CSCc2ccc(Br)cc2)cc1OC | ? | 8% | ? | 1 | 7% | -19
CC(=O)Nc1cccc(NC(=O)c2ccc(COc3ccccc3)cc2)c1 | 59%[activator] | 9% | 92%[activator] | 59* | -2% | 109*
COc1cccc(COC(=O)C2CC(=O)N(Cc3ccco3)C2)c1OC (configuration not stated) | 10% | . | 39%[activator] | 10 | ? | -5
c1ccc(CSc2nnc(-c3ccco3)n2Cc2ccccc2)cc1 | 92%[activator] | -3% | 20% | 28* | ? | 94*
COc1ccc(C2CC(c3ccccc3)=NN2C(=O)c2cccs2)cc1 (configuration not stated) | ? | 3% | ? | 73* | 1% | 75*
Cc1ccc(S(=O)(=O)N2[C@@H](c3cccc(Cl)c3)C(C(=O)O)=CC[C@H]2c2ccc(Cl)c(Cl)c2)cc1 | ? | . | ? | . | -14% | .
Cc1cccn2c(=O)c(C=O)c(N3CCN(c4ccccc4)CC3)nc12 | ? | -2% | 37%[activator] | 4 | 4% | -8
NC(=O)C1CCN(C(=O)c2cnn(-c3ccccc3)c2NC(=O)c2cccc(F)c2)CC1 | 16% | 1% | ? | 7 | 5% | 22
O=C(O)c1ccc2c(c1)OCCO2 | -4% | 2% | . | -5 | -2% | -33
CCCc1nc(N)c(C#N)c(-c2ccco2)c1CC | 8% | 2% | . | -4 | -21% | 14
CCOCCCNC(=O)Cc1c(C(=O)O)[nH]c2ccc(Cl)cc12 | -10% | 4% | -16% | -6 | 6% | -2
O=S(=O)(c1ccccc1)C1CON(Cc2ccccc2)C1c1ccccc1 (configuration not stated) | 17% | 2% | -39% | -2 | -9% | -12
COc1ccccc1NC(=O)CCC(=O)N/N=C(/C)c1ccc(C)cc1 | 9% | -2% | 20% | -3 | 9% | -17
Cc1ccc(NC(=O)CN(C)S(=O)(=O)c2ccc3c(c2)c(=O)n(C)c(=O)n3C)cc1 | ? | . | -18% | -2 | 3% | 20
Cc1ccc(OCC(=O)NCCNC(=O)c2cnccn2)cc1 | 32%[activator] | -3% | ? | -6 | -8% | -7
C=C(C)CSc1nncn1/N=C/c1ccc(OC)cc1 | 10% | -19% | 0% | 55* | -8% | 141*

# Next part, starting with the last 2 of the part before.
mol | Pf growth 48h | FBPA Giardia inh | Pf growth 96h | Cycloheximide cs | Sm TGR inh | Shiga toxin inh
Cc1ccc(OCC(=O)NCCNC(=O)c2cnccn2)cc1 | 32%[activator] | -3% | ? | -6 | -8% | -7
C=C(C)CSc1nncn1/N=C/c1ccc(OC)cc1 | 10% | -19% | 0% | 55* | -8% | 141*
CN(C)S(=O)(=O)N1CCC(Oc2ccc(C(=O)N3CCCCCCC3)cc2)CC1 | ? | . | -19% | 62* | -3% | 117*
Cc1ccc(S(=O)(=O)NNc2ccccc2)cc1 | 31%[activator] | -29% | -3% | 0 | -29% | 2
Cc1ccc2c(c1)N(Cc1ccc([N+](=O)[O-])cc1)C=NS2(=O)=O | 2% | 4% | 5% | 2 | -17% | 1
CCOC(=O)C1CCCN(C(=O)c2cccc(S(=O)(=O)N3CCOCC3)c2)C1 (configuration not stated) | -15% | 0% | 37%[5.75 µM] | -1 | -2% | 12
O=C(CCNC(=O)c1ccc(Cl)cc1)NCc1ccccc1Cl | -20% | . | -24% | . | 3% | .
O=C(c1ncn(Cc2ccccc2)c1C(=O)N1CCc2ccccc2C1)N1CCc2ccccc2C1 | 1.5µM* | . | ? | . | ? | .
Cc1[nH]c2ccc(Br)cc2c(=O)c1CN1CCCCCC1 | 10µM* | -3% | 64%[activator] | -6 | -1% | -7
Cc1ccsc1C(C(=O)NC(C)(C)C)N(Cc1ccco1)C(=O)c1csnn1 (configuration not stated) | -6% | -1% | -6% | -5 | -31% | -1
O=c1oc2cc(OCc3ccc(F)cc3F)ccc2cc1-c1ccccn1 | 56%[activator] | 4% | 35%[activator] | 7 | 0% | 31
Nc1ccc2c(c1)C/C(=C/c1ccco1)C2=O | 332%[activator] | -21% | 274%[activator] | 56* | 16µM* | 123*
Cc1cc(C)cc(C(=O)Nc2ccncc2)c1 | ? | 3% | -27% | 6 | -5% | -8
Cc1cc(=O)oc2cc(NC(=O)c3ccccc3OC(F)F)ccc12 | 62%[activator] | . | 64%[activator] | 30* | -11% | 115*
Cc1cc(CN(C)Cc2c(C(=O)N3CCCCCCC3)nc3ccc(Cl)cn23)n[nH]1 | ? | 5% | ? | -2 | 0% | -3
COc1ccc(S(=O)(=O)N2CCC(C(=O)N3CCCCCC3)CC2)cc1 | -7% | 1% | ? | 4 | 5% | -32
O=C(C1CCCCC1)N1CCC(CO)(Cc2ccccc2Cl)CC1 | -17% | 5% | -15% | 1 | 5%[57.1 µM] | -13
O=C(Nc1nnc(-c2ccccc2Cl)o1)c1ccco1 | 17% | ? | 125%[activator] | 9 | 0% | 11
COc1ccc(-c2cc(C(=O)N3CCCC(C(F)(F)F)C3)c3ccccc3n2)cc1OC (configuration not stated) | ? | . | ? | . | 3% | .
CC1CCN(CC(=O)Nc2ccc(S(=O)(=O)N3CCC(C)CC3)cc2)CC1 | -18% | ? | ? | -2 | 1% | -4
Cc1onc(-c2c(Cl)cccc2Cl)c1/C(N)=N/OC(=O)C1CC1 | ? | 4% | ? | -1 | 3% | 2
Cc1nc(N)sc1-c1csc(Nc2ncccn2)n1 | 100%[activator] | -27% | 34%[activator] | 44* | -18% | 42*
CCCCn1nc2cc(C(=O)NCCCCc3ccccc3)ccc2c1OCC | 10% | 9% | 54%[activator] | -4 | -12% | -17
CCOc1ccc(NC(=O)C2CCC(C)(C(=O)O)C2(C)C)cc1 (configuration not stated) | . | 1% | . | 0 | -10%[11.4 µM] | -7
FC(F)(F)c1cc(C(F)(F)F)c2ccc(N/N=C/c3cccc(Cl)c3)nc2n1 | -12% | . | 5% | 2 | 8% | -19
Cc1c(C#N)c2ccccc2n1CC(=O)NCc1ccccc1 | ? | 0% | -5% | -2 | -7% | 8
O=C(O)c1ccccc1C(=O)N1CCN(c2ccccc2)CC1 | 29% | 10% | ? | 7 | 35µM* | 9
Cc1ccc(N2C(=O)CC(=O)NC2=O)cc1Cl | 9% | -15% | ? | 2 | ? | -1
COCCC(=O)N1CCC(Oc2ccc(C(=O)N3C[C@@H]4CCC[C@H]3C4)cc2)CC1 | -28% | 14% | 1% | 5 | -14% | -6
O=C(COC(=O)c1ccccc1Br)Nc1nnc(-c2ccccc2)o1 | ? | . | 7% | . | -3% | .
COc1ccc(CC2(CO)CCN(C(C)Cc3ccc(Cl)cc3)CC2)cc1 (configuration not stated) | 12µM* | -2% | 8% | 1 | 4% | -8
COc1ccc(-c2cc(-c3ccccc3)nc(Cl)n2)cc1OC | 42%[activator] | -4% | ? | 14* | 2% | 26
O=C(CS(=O)c1cccc(C(F)(F)F)c1)Nc1ccc(Cl)cc1Cl (configuration not stated) | ? | -13% | -7% | 6 | -11% | 10
CCC(=O)Nc1ccc(C(=O)CSc2nc3ccc(C)cc3[nH]2)cc1 | 22% | 0% | 27% | 19* | 0% | 4
CSc1nn2cc(CCN3CCOCC3)c(-c3ccc(F)cc3)nc2c1C#N | ? | 4% | ? | 6 | 3% | -5
Nc1nnc(SCC(=O)OCc2ccc(Cl)c(Cl)c2)s1 | 13% | 2% | ? | -5 | -1% | -12
CCCn1ncc(C(=O)N(C)C2CCCN(Cc3ccccc3F)C2)c1C (configuration not stated) | 4% | . | -9% | -1 | -31% | -5
CC(=O)c1cccc(S(=O)(=O)N2CCCC(c3nc4c(nnn4Cc4ccc(C)cc4)c(=O)[nH]3)C2)c1 (configuration not stated) | ? | 5% | 28% | -1 | 10% | -14
O=C1CCCN1CCCNS(=O)(=O)c1ccc(F)cc1F | 7% | 3% | 18% | 2 | -26% | 7
O=C(Cn1ccccc1=O)c1cccs1 | . | -8% | 2% | 13 | 5%[11.4 µM] | 26
COC(=O)C1=C(C)N(C)C(=O)NC1c1ccc(O)c(OC)c1 (configuration not stated) | 7% | -1% | 9% | -1 | 0% | -2
Cc1cc(Oc2nnnn2-c2ccccc2)ccc1Cl | . | 3% | 2% | 30* | 5% | 42
FC(c1nc2ccccc2[nH]1)C(F)(F)F (configuration not stated) | 22% | -1% | 54%[activator] | 7 | 3% | 15
CCOC(=O)Cc1cc(=O)n2[nH]c(C)c(C#N)c2n1 | 3% | -4% | 23% | -3 | 2% | 26
COC(=O)c1cc(-c2ccccc2)sc1NC(=O)c1cc(C)on1 | 32%[activator] | 2% | . | -3 | -1% | -13
CN(C)CCOc1ccc(Cl)cc1C(C)(C)C | -12% | 14µM* | 22% | -1 | 7% | -5
O=C(Nn1cnnc1)c1cc([N+](=O)[O-])cc([N+](=O)[O-])c1 | 0% | -3% | ? | 1 | -8% | -13
O=C(CC1(O)C(=O)Nc2ccccc21)c1cccnc1 (configuration not stated) | 4% | 3% | . | -2 | 26% | -8
CC(C)CC(=O)c1c[nH]c(C(=O)NCCCN2CCOCC2)c1 | 14% | -5% | 22% | 6 | 1% | -3
CCN(CC(=O)Nc1c(F)cccc1F)C(=O)c1cc(C)oc1C | ? | . | 4% | . | 0% | .
CNC(=S)N1N=C(c2ccc(OC)cc2)CC1c1ccccc1Cl (configuration not stated) | ? | 2% | ? | 7 | -2% | 18
CN1CCN(C(=O)CCC(=O)O)CC1 | 112%[activator] | 8% | 41%[activator] | -3 | -7% | -3

# Looked up above.
# Value of CCCn1ncc(C(=O)N(C)C2CCCN(Cc3ccccc3F)C2)c1C (configuration not stated) in Shiga toxin inh: -5
# Value of CSc1nn2cc(CCN3CCOCC3)c(-c3ccc(F)cc3)nc2c1C#N in Shiga toxin inh: -5
# Value of CC(=O)c1cccc(S(=O)(=O)N2CCCC(c3nc4c(nnn4Cc4ccc(C)cc4)c(=O)[nH]3)C2)c1 (configuration not stated) in Cycloheximide cs: -1

# Other entries follow.
mol | Pf growth 48h | FBPA Giardia inh | Pf growth 96h | Cycloheximide cs | Sm TGR inh | Shiga toxin inh
COc1ccc(S(=O)(=O)N(CCc2ccccc2)CC(=O)NC(C)C)cc1 | -1% | -2% | . | -2 | 16% | 13
CCOC(=O)C1=NN(C(C)=O)C2(CC(=O)N(c3cc(C)cc(C)c3)C2=O)C1 (configuration not stated) | -4% | 11% | 17% | -4 | -10% | -2
CCOC(=O)C1(CCOC)CCN(C(C)CCc2ccc(OC)cc2)CC1 (configuration not stated) | 9% | 2% | ? | -4 | 0% | -1
COc1cc(/C=N/NC(=O)c2ccoc2C)ccc1OCCN1CCCCC1 | -9% | . | ? | 16 | -6% | 30

# From PubChem
